Hep lipid drop: modulators of hepatic lipid droplet formation; inhibition, % at 6.5 µM; hit rate 0.4% among 240,000; AID 1656; AML12 mouse hepatocytes, oleate lipid droplets, BODIPY imaging;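 active = lipid droplet intensity inhibited by at least 50%, with more than 500 cells counted; inconclusive = wells with under 300 cells, treated as cytotoxic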
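Test system: AML12 hepatocytes (mouse); reagent: oleate loading, 100 µM; dosing: one dose, 6.5 µM compound; incubation: overnight exposure; signal: fluorescence imaging, 20x objective, two fields per well; read-out basis: % inhibition of corrected integrated BODIPY droplet signal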
human PMI inhibition: inhibitors of human PMI, primary screen, biochemical, fluorescence intensity, coupled assay (AID 1209); one-dose inhibition, % at 20 µM; IC50 in µM for titrated hits; hit rate 0.42% among 190,000; purified PMI enzyme, coupled fluorescence intensity; higher % means a stronger effect; in the data active = inhibition above about 50%;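 note: plate controls were DMSO vehicle for no effect and wells lacking substrate for full effect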
Dynein cargo inh: blocks dynein driven cargo transport along microtubules; 3617.4 mouse cells, GR-EGFP nuclear translocation imaging; test concentration mostly 20 µM; stimulated with dexamethasone, 1 µM; hits give low values; z-score, hits read low; hit rate 0.47% among 220,000; AID 1381;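 active = plate z-score of nuclear minus cytoplasmic receptor signal below a set negative limit, without overly bright fluorescence or cell loss, cut at about -3.5 in these data, passing the limit was not always enough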;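 note: z-score of nuclear minus cytoplasmic ring GR-EGFP intensity difference per well; some compounds called inactive have numbers as strong as hits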
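Medium: Induction medium lacking tetracycline, stripped serum | Probe or stimulus: 1.0 µM final dexamethasone stimulus | Schedule: 48 h induction, then 1 h compound, then 30 min agonist, 37 °C | Signal: Automated 10x imaging of fixed Hoechst-stained cells | Evaluation: Per-cell GR-EGFP intensity, nucleus versus surrounding cytoplasmic ring, well-averaged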
MT stabilize HCS: stabilizes microtubules in HeLa cells; HeLa tubulin immunostaining HCS, 24 h; share of cells brighter than vehicle mean+2SD; % tubulin-high responders, % at 10 µM; hit rate 0.83% among 200,000;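 active = plate Z-score above 3 for both tubulin-high and condensed-nucleus cell shares, with cell loss under 80%, at 10 µM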;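 note: anti alpha tubulin signal scored within the nucleus-defined area of each cell; some results filed as inactive read as strong as hits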
T cell HTS: T cell immune modulators affecting CD8 T cell-vesicle binding; calls only at 7 µM; 2C CD8+ T cell-vesicle binding, flow cytometry; hits give low values; AID 2052; hit rate 0.068% among 330,000;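 active = response, share of CD8 T cells binding vesicles, and their 90th percentile fluorescence all below set limits, cut at about 80% in these data, passing the limit was not always enough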
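Material: 2C TCR transgenic mouse naive CD8+ T cells, MACS-purified. Also added: QL9-charged Drosophila Ld/ICAM-1/B7-1 vesicles. Timing: binding 1.5 h at 37 °C. Measured by: high-throughput flow cytometry with anti-B7-1 and anti-CD8 staining. Read-out: percent CD8+ FL2 mean versus row control. Controls: Unloaded micro-vesicles (low), QL9 vesicles with 0.7% DMSO (high).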
bCat nuc transl: beta-catenin nuclear translocation modulation | HeLa beta-catenin nuclear translocation, immunofluorescence imaging | nuclear translocation activity, % at 5 µM | hit rate 0.3% among 190,000 | AID 1665;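 active = nuclear translocation activity above 50% at 5 µM, with a well cell count of 50 or more; inconclusive = wells under 50 cells across six images, flagged as toxic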;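 note: per-cell ratio of nuclear to cytoplasmic median beta-catenin stain intensity; plate controls were DMSO negative control for no effect and GSK-3 inhibitor IX positive control for full effect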
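System: HeLa cells, endogenous beta-catenin; compound dosing: 5 µM primary single dose, 0.1% DMSO, 0.02–20 µM confirmation series; incubation: 24 h compound exposure at 37°C, 5% CO2; signal: beta-catenin immunofluorescence imaging with DAPI; evaluation: % activation, nuclear-to-cytoplasmic median beta-catenin signal ratio per cell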
Ins promoter up: MIN6 insulin promoter up-regulation. AID 1625. MIN6 insulin promoter-GFP reporter, high-content imaging; hits give high values. hit rate 0.3% among 190,000. z-score at 5 µM;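 active = z-score above 3 at 5 µM with at least 500 cells counted in the well; inconclusive = wells under 500 cells, flagged as cytotoxic or low count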
TNAP activation fold: stimulation of alkaline phosphatase TNAP activity – biochemical, luminescent, no phosphate acceptor, uHTS, primary screen (AID 1001) | purified TNAP, luminescent activation assay, no phosphate acceptor; higher activation fold means a stronger effect | activation fold at 20 µM, or EC50 in µM where a hit was titrated | hit rate 0.03% among 200,000; in the data active = activation fold from about 3, or a potency from the dose series; inactive = the rest, 99 in 100 with activation fold below about 1.6; note: many of its hits are not listed in these tables
Myeloid diff MLP: compounds promoting myeloid differentiation. AID 624256. hit rate 1% among 360,000. ER-HoxA9 myeloid progenitors, lysozyme-GFP differentiation, flow cytometry. calls only at 10 µM;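 active = normalized GFP-positive differentiation at or above the plate's own cutoff, the solvent-only control mean plus 3 SD; inconclusive = no clear call, values can overlap the other calls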;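 note: cells exposed to compound for four days before flow analysis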
Dynein cargo inh cytoplasmic EGFP: recorded beside Dynein cargo inh, whose call it bears; z-score; measured here: cytoplasmic GR-EGFP intensity; hits give high values
Dynein cargo inh nuclear GR-EGFP: recorded beside Dynein cargo inh, whose call it bears; z-score; measured here: nuclear GR-EGFP intensity;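 lower value marks the stronger effect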
Dynein cargo inh cell count: second read-out of Dynein cargo inh, no call of its own (marks repeat the call); z-score; measured here: cell count per field
Ins promoter up cell count: second read-out of Ins promoter up, no call of its own (marks repeat the call); cell count; measured here: cytotoxicity, nuclei count;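 total cells summed across four imaged fields per well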
Hep lipid drop cells 6.5 µM: recorded beside Hep lipid drop, whose call it bears; cell count; measured here: cell count, cytotoxicity flag;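 cells counted across two imaged fields per well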
bCat nuc transl cell count 5 µM: also measured in bCat nuc transl; calls as there; cell count; measured here: cell count, cytotoxicity flag
T cell HTS vesicle-bound %: recorded beside T cell HTS, whose call it bears; double positive events, %; measured here: CD8+ vesicle-bound cell fraction;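 binding gate set so that unloaded-vesicle control wells show 10% double positive cells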
MT stabilize HCS Hoechst-high %: recorded beside MT stabilize HCS, whose call it bears; % Hoechst-high responders; measured here: nuclear condensation Hoechst responders;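 share of cells brighter than vehicle mean plus two SD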
MT stabilize HCS cytotoxicity %: further read-out of MT stabilize HCS, marked with its call; toxicity, %; measured here: cytotoxicity by cell density;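 0% = mean cell density of plate MIN control wells and 100% = no cells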
Myeloid diff MLP GFP+ MAC1+ %: also measured in Myeloid diff MLP; calls as there; GFP+ MAC1+ double positive, %; measured here: differentiation confirmed by MAC1 staining
* = called active by the depositor; i = inactive; ? = inconclusive; · = no result given.

SMILES	Hep lipid drop	Hep lipid drop cells 6.5 µM	human PMI inhibition	Dynein cargo inh	Dynein cargo inh cytoplasmic EGFP	Dynein cargo inh nuclear GR-EGFP	Dynein cargo inh cell count	MT stabilize HCS	MT stabilize HCS Hoechst-high %	MT stabilize HCS cytotoxicity %	T cell HTS	T cell HTS vesicle-bound %	bCat nuc transl	bCat nuc transl cell count 5 µM	Ins promoter up	Ins promoter up cell count	TNAP activation fold	Myeloid diff MLP	Myeloid diff MLP GFP+ MAC1+ %
COc1ccc(-n2c(=O)c3ccccc3n(CC(=O)Nc3ccccc3OC)c2=O)cc1	-5	652	-2%	0.094	-0.34	-0.33	-0.17	3.2	2.9	3.4	i	23	0.0	1091	-0.09	1316	1.2	i	0.4
O=C(OCC(=O)N1CCCCCC1)c1cccs1	10	683	6%	-0.14	-0.017	0.27	1	2.3	1.7	4.0	i	52	-1.1	1025	-0.37	1920	1.1	i	1.4
CCN(CC)S(=O)(=O)c1cc(C(=O)O)c(Cl)cc1Cl	16	824	0%	-0.89	-0.31	-0.62	0.67	1.1	1.3	6.1	i	3	-14	1196	·	·	1.1	i	0.6
CCCn1c(C(O)c2ccc3c(c2)OCO3)nc2ccccc21 (stereo not drawn)	·	·	2%	0.095	-0.34	-0.11	0.32	3.3	2.3	5.3	i	16	-2.7	982	-0.19	1137	1.2	i	1.1
COc1cc(OC)cc(-c2cc(N)n(S(=O)(=O)Cc3ccccc3)n2)c1	·	·	7%	-0.84	-0.21	-0.47	0.33	7.8	3.3	2.8	i	45	·	·	-0.33	988	1.2	i	2.4
O=C(CSc1ncnc2ccccc12)Nc1cccc(S(=O)(=O)N2CCCC2)c1	1	699	14%	0.36	-0.32	0.54	-0.5	2.4	2.6	5.9	i	55	-0.6	1122	0.05	1230	1.1	i	0.1
CC(Oc1ccc(Cl)cc1Cl)c1nc(-c2ccc(NC(=O)c3ccco3)cc2)no1 (stereo not drawn)	·	·	13%	0.7	-0.13	0.39	0.38	2.9	1.7	6.1	i	37	·	·	0.8	813	1.1	i	1.0
CCC(CC)C(=O)NCCc1cc2ccc(OC)cc2[nH]c1=O	·	·	-3%	-0.46	-0.33	-0.052	0.62	4.2	3.3	10	i	64	-0.7	1325	0.68	1514	1.1	i	0.7
O=C(COC(=O)CCc1c[nH]c(=O)[nH]1)Nc1ccccc1	·	·	-13%	-0.49	-0.22	-0.13	0.63	2.0	2.0	0.9	i	28	3.4	1341	0.98	1273	1.1	i	0.6
C#CCOCCOCCOCCNc1nc(N2CCOCC2)nc(N2CCN(C(=O)Cn3cc(CCCN=C(N)N)nn3)CC2)n1	-1	744	-29%	0.15	0.1	0.42	0.73	1.9	3.0	8.3	·	·	-1.1	696	1.3	982	1	i	1.4
O=C1N(Cc2cccc(Cl)c2)C[C@@H]2C[C@@H](c3cccn3-c3nccs3)N3CCC[C@@]123	-41	735	6%	2.3	-0.18	0.91	-1.3	4.0	1.9	5.2	i	35	-3.9	1032	-1.2	1361	1.1	i	0.4
CCOc1ccccc1NC(=O)COC(=O)C(CC(C)C)N1C(=O)C2CC=CCC2C1=O (stereo not drawn)	13	579	18%	0.02	-0.31	-0.12	0.73	6.2	1.9	6.3	i	34	0.2	1041	-0.55	1526	1.1	i	0.2
CC(C)Cc1csc(NC(=O)c2ccc(Cl)cc2)c1C(=O)O	8	612	8%	-0.039	-0.16	-0.24	-0.43	3.6	3.2	2.5	i	48	1.6	1109	-0.33	1369	1	i	0.7
Cc1c(Br)c([N+](=O)[O-])nn1C(C)C(=O)NCC1CCCO1 (stereo not drawn)	-12	662	-11%	-0.5	-0.29	0.17	0.099	1.9	1.4	4.7	i	46	-2.7	931	0.54	1552	1.1	i	0.3
CCOC(=O)C1CCCN(C(=O)c2cn(C)c3ccc(S(=O)(=O)N(C)C)cc3c2=O)C1 (stereo not drawn)	·	·	-9%	-0.35	-0.22	-0.18	0.17	3.1	3.3	11	i	39	-1.7	1209	-1.2	960	0.9	i	2.3
O=C(CSC1=NC(=O)C(c2ccccc2)C(=O)N1)Nc1ccccc1Cl (stereo not drawn)	15	790	14%	-0.066	-0.033	0.12	0.24	1.4	0.8	2.7	i	43	-3.0	1123	-0.38	801	1	i	1.2
CCN(CC)S(=O)(=O)c1ccc(C)c(NC(=S)N2CCN(Cc3ccc4c(c3)OCO4)CC2)c1	23	675	8%	-0.73	0.096	-0.33	0.86	7.3	1.7	9.2	i	58	1.9	913	-0.29	1537	1	i	1.0
COc1cc(CO)ccc1OCc1ccc(Cl)nc1	-31	736	·	0.088	-0.23	-0.059	-0.36	·	·	·	i	17	0.9	1335	0.16	1132	·	i	0.5
CC(C)CNC(=O)C(=O)NCc1ccccc1	8	732	-4%	-0.91	-0.27	-0.38	1.2	0.9	1.3	3.3	i	51	0.2	1466	-0.28	1625	1.1	i	0.2
CCOC(=O)C1(C(=O)OCC)CC1c1ccccc1 (stereo not drawn)	-1	702	8%	-0.038	-0.24	-0.37	0.51	1.4	1.4	6.0	i	44	-4.6	1111	-0.53	1877	1.1	i	1.8
CCOC(=O)N1CCN(Cc2ccc(O)c3ncccc23)CC1	2	627	60%*	-0.42	-0.031	0.28	-0.54	2.5	1.9	6.2	i	32	2.1	832	-0.26	1440	1.2	·	·
NC(=O)c1nsc(C(=O)N(CC(=O)NC2CCCC2)c2cnc3ccccc3c2)c1N	2	705	·	-0.5	-0.66	-0.47	-0.36	·	·	·	i	39	1.1	1324	-1.1	932	·	·	·
Cc1ccc(-n2c(C)cc(/C=N/NC(=O)Cn3c4ccccc4c(=O)c4ccccc43)c2C)cc1	-21	667	22%	-0.17	-0.27	-0.31	0.59	1.6	2.0	9.5	i	65	0.3	908	-0.13	1235	1.1	i	0.1
CCOC(=O)C1CCN(C(=O)c2cccc(Cl)c2)CC1	-2	737	5%	-0.56	-0.23	-0.92	0.44	3.9	2.0	5.8	i	23	0.6	935	0.51	1218	1.1	i	8.3
CCCC(=O)N1N=C(c2ccccc2)CC1c1cn(C)c2ccccc12 (stereo not drawn)	-35	727	15%	-0.74	-0.22	-0.41	0.69	1.4	1.4	8.1	i	40	6.2	451	-0.02	1244	1	i	0.5
O=C(Cc1ccccc1)NCc1ccc(-n2cccc2)cc1	-9	689	-7%	0.33	2.5	0.82	-0.14	4.4	2.6	3.2	i	52	52*	316*	0.7	1357	1.2	·	·
Cc1ccc(NNC(=O)c2ccc(Cl)cc2)nn1	5	767	·	-0.55	-0.24	-0.62	0.41	·	·	·	i	28	-3.4	1079	2.2	1490	·	i	0.1
O=C(CCC(=O)NNC(=O)c1ccccc1[N+](=O)[O-])NCc1ccccc1	-2	651	12%	0.62	-0.29	0.17	-0.68	6.2	2.8	7.2	i	34	-2.0	1456	-0.44	1399	1.1	i	0.3
CCOC(=O)c1c(C)n(C)c2ccc(OCC(O)Cn3c(C)nc4ccccc43)cc12 (stereo not drawn)	10	676	14%	-0.86	-0.23	-0.57	0.9	4.3	2.5	8.2	i	20	·	·	-2.1	964	1.1	?	·
Cc1ccc(C(=O)OC(C)CN2CCN(C)CC2)cc1 (stereo not drawn)	-4	668	·	0.33	-0.24	0.59	-0.051	·	·	·	i	36	1.0	1286	0.29	1028	·	i	0.3
O=C(CSc1ccccc1)NC(=O)NCc1ccccc1	-14	794	·	-0.44	-0.23	0.53	-0.92	·	·	·	i	44	0.0	1295	-0.04	976	·	i	0.6
COc1ccccc1NC(=S)Nc1ccc2cn[nH]c2c1	12	709	40%	-1.3	-0.34	-0.36	1.5	6.2	3.1	10	i	24	2.3	1159	-0.33	1384	1.3	i	0.5
O=C1NC(c2ccccc2OC(F)F)Oc2ccccc21 (stereo not drawn)	6	694	-2%	-0.47	-0.25	-0.12	-0.023	3.5	3.3	6.5	i	55	-4.8	1180	·	·	1.1	i	0.5
Cc1cccc(C2Nc3ccccc3C(=O)N2CCc2ccccc2)n1 (stereo not drawn)	·	·	14%	-0.77	-0.24	-0.4	0.21	2.5	2.4	7.1	i	17	-4.1	812	2	1271	1	i	2.5
